KKLEB tox: reduces viability of KKLEB cystic fibrosis airway cells. AID 602141. KKLEB CF airway cells viability, ATPlite luminescence, overnight; stronger effect = lower value; cells stimulated with P. aeruginosa culture filtrate. actives 0.36% (n = 360,000). activity change (cytotoxicity), % at 5 µM;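 active = corrected activity change at or below -50% at 5 µM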
CF NFkB block: inhibitors of cystic fibrosis induced NF-kB; KKLEB NF-kB-GFP reporter, PAF-induced, GFP fluorescence overnight; inhibition, % at 5 µM; actives 0.86% (n = 360,000); AID 588850;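 active = at least 50% inhibition at 5 µM, scaled per plate between neutral and stimulator controls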;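 note: PAF is a Pseudomonas aeruginosa culture filtrate used as stimulus; plate controls were PAF-stimulated DMSO wells for no effect and unstimulated DMSO wells for full effect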
Peg3 promoter: reduces Peg3 promoter-driven luciferase expression in HeLa. HeLa PEG-Prom luciferase reporter, luminescence, overnight. inhibition, % at 20 µM. actives 1.7% (n = 360,000). AID 588405;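 active = inhibition of at least 50% at 20 µM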
NR2E3 ag-1: NR2E3 (human) agonism; actives 0.12% (n = 320,000); AID 2300; Q9Y5X4; GST-NR2E3/biotin-RetCOR TR-FRET, 1536-well; inhibition of corepressor binding, % at 4.78 µM;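 active = percent inhibition above the cutoff of mean plus 3 SD of all tested compounds, set per screening campaign, cut at about 20% in these data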;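 note: 0% = DMSO wells and 100% = biotin wells as full block of FRET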
Target sequence (Q9Y5X4 whole entry, looked up): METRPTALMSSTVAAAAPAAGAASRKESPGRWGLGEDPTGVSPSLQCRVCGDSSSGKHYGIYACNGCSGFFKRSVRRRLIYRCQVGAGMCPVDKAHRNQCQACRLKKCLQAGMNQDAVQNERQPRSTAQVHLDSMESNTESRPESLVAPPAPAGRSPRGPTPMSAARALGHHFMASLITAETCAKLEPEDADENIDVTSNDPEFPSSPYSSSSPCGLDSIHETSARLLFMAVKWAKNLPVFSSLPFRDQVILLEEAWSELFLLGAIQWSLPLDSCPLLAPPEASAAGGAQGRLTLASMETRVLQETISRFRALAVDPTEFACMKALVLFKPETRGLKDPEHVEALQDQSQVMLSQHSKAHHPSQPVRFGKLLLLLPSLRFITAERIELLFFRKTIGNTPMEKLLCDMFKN
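system = GST-tagged NR2E3 plus biotinylated RetCOR corepressor | input = 1.35 nM GST-NR2E3 | also added = 7 nM biotin-RetCOR | schedule = 5 h incubation at 4 °C | measured by = TR-FRET with europium anti-GST and streptavidin-D2, 340 nm excitation | read-out = percent loss of FRET ratio relative to control wells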
TWEAK-Fn14 inh: TWEAK-Fn14 signaling inhibition | TWEAK-stimulated Fn14 reporter cells, luciferase luminescence, 8 h | inhibition, % at 10 µM | actives 2% (n = 360,000); in the data active = inhibition above about 50%
TRAIL sens C8: sensitizes caspase-8 expressing cells to TRAIL; NB7+C8 cells + TRAIL, ATPlite viability luminescence; inhibition (viability loss, TRAIL sensitization), % at 10 µM; actives 1% (n = 360,000); AID 624354;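 active = compounds causing at least 50% loss of cell viability in the single-dose screen, relative to plate controls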
TROY NFkB inh: TROY signaling inhibition; Q293 LMP1-TROYcd NF-kB luciferase reporter, 4 h; inhibition, % at 10 µM; actives 0.98% (n = 360,000); AID 1347056;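 active = compounds whose plate-normalised and pattern-corrected inhibition of the luciferase reporter signal at the single screening dose is 50% or more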
NR2E3 ag-2: human photoreceptor-specific nuclear receptor agonism; Q9Y5X4; inhibition of corepressor binding, % at 3.98 µM; actives 0.35% (n = 360,000); CHO-S Gal4-NCOR/VP16-NR2E3 two-hybrid, luciferase; AID 602229;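 active = inhibition above the mean of all tested compounds plus 3 SD, cut at about 70% in these data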;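 note: 0% = DMSO with NR2E3 transfected cells and 100% = cells lacking NR2E3 construct; higher means lower luciferase signal from less NR2E3 corepressor binding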
Shn3 3UTR inh: Schnurri-3 reporter inhibition in Clone20 osteoblasts | actives 0.52% (n = 360,000) | inhibition, % at 12.5 µM | Clone20 osteoblast Shn3 3'UTR firefly luciferase, 24 h;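 active = mean inhibition of at least 75% with every replicate also reaching 75%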;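 note: 0% = median of neutral control wells and 100% = pilot-screen positive control compound; some compounds past the cut are filed as inactive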
HIF-2a inh: HIF-2a inhibition. 786-0 RCC cells HIF-2a reporter, luciferase luminescence, overnight. actives 0.72% (n = 360,000). AID 624352. inhibition, % at 18.8 µM;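 active = inhibition of the luminescence signal of 40% or more relative to plate controls, in a single-dose primary screen at 18.75 µM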
TRPM1 prom inh: MITF TRPM1 promoter inhibition in SK-MEL-5 cells; SK-MEL-5 TRPM1 promoter luciferase, 24 h; inhibition, % at 12.5 µM; actives 0.83% (n = 330,000); AID 488899;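 active = mean inhibition across replicates of 60% or more, whatever share of single replicates reaches that level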; note: values of inactives mirror those of a sister screen read the other way
* = called active by the depositor; . = not tested or not shown.

mol	TROY NFkB inh	HIF-2a inh	NR2E3 ag-1	CF NFkB block	KKLEB tox	Shn3 3UTR inh	NR2E3 ag-2	TRAIL sens C8	Peg3 promoter	TRPM1 prom inh	TWEAK-Fn14 inh
Cn1c(=NC(=O)CS(=O)(=O)c2ccccc2)sc2ccccc21	-14	-206	0	-4	10	-45	-92	-1	-190	-73	-4
CC1CCN(C(=O)CNC(=O)c2ccc(Cl)cc2Cl)CC1	-49	-153	4	5	-12	-43	-56	-1	-149	-56	-31
COc1ccc(CSC2=C(C#N)C(=O)NC3(CCCCC3)S2)cc1	-22	-24	.	0	-1	-19	-29	-13	-31	.	-15
O=C1C(=O)N(c2ccccc2)c2ccccc21	-9	11	2	13	6	-28	-5	-14	9	10	15
Clc1cc(Cl)c(Cl)c(Cl)c1Cl	10	-2	1	5	9	-59	-13	-9	-4	-13	-4
O=C(O)c1cccnc1Br	-10	22	-1	-6	1	-8	6	-2	5	9	18
CCc1cccc(C)c1NC(=O)CSc1nc2ccccc2n1CC(=O)N(C)C	6	-2	5	-7	12	8	-2	-19	13	2	11
COC(=O)[C@]12CCCCC=C1N(Cc1ccccc1)C(=O)[C@H](CC(=O)NCc1cccs1)C2	-9	17	.	.	.	.	-14	9	.	.	4
CC1(C)OC(=O)C2=C(C[C@@H](CCOCc3ccccc3)O[C@@H]2c2ccc(F)cc2)O1	-13	1	.	.	.	.	19	-2	.	.	12
O=C(O)CC(C(=O)O)C(c1ccccc1)c1ccccc1 (stereo not drawn)	14	4	.	2	5	11	-3	-10	0	-1	-6
O=C(N/N=C/c1cccc(Cl)c1)c1c(O)c2c([nH]c1=O)CCCC2	-14	-96	0	17	-9	.	-37	22	-103	-22	13
O=C1C=C(Nc2cccc(Cl)c2)CC(c2ccco2)C1 (stereo not drawn)	-5	-7	2	14	-7	-75	-16	-7	31	3	1
COc1ccc(-c2[nH]ncc2CN2CCC(N3CCSCC3)CC2)c(F)c1	-17	10	4	-40	24	11	-7	7	-3	3	11
COc1ccc(/C=C/c2nnc(NC(=O)CC(C)C)s2)cc1	-21	-4	-3	24	-9	-5	-54	2	-16	13	-2
Cc1ccc([N+](=O)[O-])cc1NC(=O)c1ccc(C(C)(C)C)cc1	-6	-73	2	-12	16	-18	-6	-9	-46	-2	1
CCCN(CC(=O)Nc1cc(Cl)cc(Cl)c1)CC(=O)Nc1ccc(F)c(F)c1F	42	-9	-1	6	-24	10	12	0	87*	-21	49
Cc1nc2nc(C)c(CCC(=O)N3CCOCC3)c(C)n2n1	-7	-8	3	12	-7	-9	0	-2	0	9	-3
O=C(NCCc1csc(-c2cccnc2)n1)c1ccccc1	-8	-42	1	0	7	-7	6	-22	-52	-17	-9
CC(=NO)c1ccc2c(c1)C(=NO)c1ccccc1-2	-41	-237	.	-30	-3	-5	-65	-15	-199	-21	-32
Cc1ccc(NC(=O)c2cccc(C(F)(F)F)c2)cc1NC(=O)c1[nH]cnc1C(N)=O	5	18	-1	-14	-6	1	-32	-10	27	19	-22

The results go on:
mol	TROY NFkB inh	HIF-2a inh	NR2E3 ag-1	CF NFkB block	KKLEB tox	Shn3 3UTR inh	NR2E3 ag-2	TRAIL sens C8	Peg3 promoter	TRPM1 prom inh	TWEAK-Fn14 inh
O=c1cc(-c2ccccc2)nc(SCCOc2ccccc2Cl)[nH]1	2	9	-1	-1	5	-14	-29	-7	7	10	-7
O=C1CSC(=Nc2ccccc2[N+](=O)[O-])N1	-19	5	1	8	12	-14	-11	2	14	3	3
CC(=O)c1nn(-c2ccc(Cl)cc2)c(=O)[nH]c1=O	3	15	0	-14	-5	13	10	-19	3	6	5
CC1(C)NC(=O)N(CCCOc2ccc(Br)cc2Cl)C1=O	-55	-254	-2	7	1	-12	-71	14	-130	-55	-19
Cc1ccc(S(=O)(=O)c2nc(-c3ccc(F)cc3)oc2SCC(=O)NCC2CCCO2)cc1 (stereo not drawn)	5	8	2	-2	-6	16	-2	4	8	2	10
CCCC1(CCC)C(=O)NC(=NCCc2ccc(OC)c(OC)c2)NC1=O	3	14	4	-1	14	-10	-1	-12	18	-6	-12
CCNC(=S)NNC(=O)CSc1nc2ccccc2[nH]1	-19	5	7	6	1	7	3	-4	0	-8	4
S=C(Nc1ccccc1)N1CCn2c(nc3ccccc32)C1	1	0	0	-9	-1	9	-2	-2	-1	-3	-3
Cc1nc(SCc2nc3ccc(Br)cc3[nH]2)c2oc3ccccc3c2n1	-11	-14	.	-10	13	17	2	17	3	-13	-13
CC1c2ccsc2CCN1S(=O)(=O)c1ccccc1 (stereo not drawn)	-4	16	1	2	5	15	6	-3	3	7	1
Cc1cc(O)c2c(C)c(CC(=O)N3CCN(C(=O)C4COc5ccccc5O4)CC3)c(=O)oc2c1 (stereo not drawn)	-16	1	3	23	3	15	-23	27	25	6	8
S=c1[nH]nc(C2CC2)n1Cc1ccco1	11	4	1	-11	5	10	14	1	4	0	8
O=C(O)c1ccccc1/C=N/Nc1ccc(S(=O)(=O)N2CCCC2)cc1[N+](=O)[O-]	0	1	-3	7	-2	9	5	40	-1	5	-4
O=C(c1ccc2[nH]c(=O)c(=O)[nH]c2c1)N1CCc2ccccc21	0	17	1	8	-6	7	-2	4	12	7	19
CC(Sc1nnc(C2CC2)n1N)C(=O)NC1CCCCC1C (stereo not drawn)	-6	9	1	-11	-1	-9	-2	5	8	11	-3
Cc1cccc(NC2=C(Cl)C(=O)OC2OC(=O)c2ccco2)c1 (stereo not drawn)	3	13	-2	4	-6	-22	4	-3	5	9	16
CN(CC(=O)Nc1cccc(F)c1)C(=O)CN1C(=O)NC2(CCCC2)C1=O	-5	11	2	0	-25	-16	1	-6	0	-5	2
O=C(O)CSc1ncnc2scc(-c3ccccc3)c12	22	14	-2	9	6	-2	-3	10	-142	-7	12
CN(CCC#N)C(=O)COC(=O)c1ccc(Cl)cc1O	-6	13	3	-8	-8	3	-10	-6	-2	-4	-7
CCOc1ccccc1-c1c2cc(O)c(=O)cc-2oc2cc(O)c(O)cc12	22	8	.	-12	7	-34	-7	20	43	31	74*

Profiles as entered above. Values in the order: TROY NFkB inh | HIF-2a inh | NR2E3 ag-1 | CF NFkB block | KKLEB tox | Shn3 3UTR inh | NR2E3 ag-2 | TRAIL sens C8 | Peg3 promoter | TRPM1 prom inh | TWEAK-Fn14 inh
CC1(C)NC(=O)N(CCCOc2ccc(Br)cc2Cl)C1=O is listed with -55 | -254 | -2 | 7 | 1 | -12 | -71 | 14 | -130 | -55 | -19
CN(CCC#N)C(=O)COC(=O)c1ccc(Cl)cc1O is listed with -6 | 13 | 3 | -8 | -8 | 3 | -10 | -6 | -2 | -4 | -7
Cc1nc(SCc2nc3ccc(Br)cc3[nH]2)c2oc3ccccc3c2n1 is listed with -11 | -14 | . | -10 | 13 | 17 | 2 | 17 | 3 | -13 | -13
Cc1cc(O)c2c(C)c(CC(=O)N3CCN(C(=O)C4COc5ccccc5O4)CC3)c(=O)oc2c1 (stereo not drawn) is listed with -16 | 1 | 3 | 23 | 3 | 15 | -23 | 27 | 25 | 6 | 8

Next records.
mol	TROY NFkB inh	HIF-2a inh	NR2E3 ag-1	CF NFkB block	KKLEB tox	Shn3 3UTR inh	NR2E3 ag-2	TRAIL sens C8	Peg3 promoter	TRPM1 prom inh	TWEAK-Fn14 inh
O=C(c1ccccc1Cc1ccccc1)N1CCN(S(=O)(=O)c2ccccc2[N+](=O)[O-])CC1	9	2	-1	11	10	27	-23	6	13	-7	2
CCOC(=O)CC1(NC(=O)C2CCC(=O)N(C3CC3)C2)CCCCC1 (stereo not drawn)	-14	-19	2	0	9	-4	-14	17	-12	-2	-6
COc1ccc(NC(=O)C2CC(=O)N(c3ccc(C)cc3)C2)cc1S(=O)(=O)N1CCCCC1 (stereo not drawn)	-11	11	.	-9	2	-12	9	-17	8	.	-23
O=C(Nc1ccccc1)c1ccc(NCc2ccco2)c(S(=O)(=O)N2CCOCC2)c1	6	-4	6	-14	3	15	-1	9	19	-6	-2
O=C(CCCN1C(=O)/C(=C/c2cccc(Br)c2)SC1=S)N1CCOCC1	-18	14	-2	20	6	-36	-14	24	8	-2	-2
COc1ccc(Cn2c(=O)cc(C)[nH]c2=S)cc1	6	11	3	-26	13	5	6	-9	12	3	21
COCCCNc1c2c(nc3ccccc13)CCC2	-5	11	.	-33	10	-10	0	-5	4	.	-29
O=C(NCc1ccccc1)/C(NC(=O)c1ccccc1)=C(/Sc1ccccn1)c1ccccc1	-36	13	-1	4	-11	-10	1	-3	-2	0	10
Cc1cc(C)cc(OCC(=O)NN2C(=O)c3ccccc3C2=O)c1	8	11	-1	-2	1	-4	28	4	25	-4	14
COc1cc(S(=O)(=O)NC(Cc2c[nH]c3ccccc23)C(=O)O)ccc1NC(C)=O (stereo not drawn)	21	9	4	2	3	-7	-23	-2	11	6	-25
CON(C)S(=O)(=O)c1cccc(C(=O)NC2CCSc3ccccc32)c1 (stereo not drawn)	1	1	5	9	-5	19	5	11	-14	-3	5
Cc1ccc(CNC(=O)CSc2nc3ccsc3c(=O)n2Cc2ccc(C(=O)O)cc2)cc1	5	-8	-3	-9	6	-53	10	4	7	14	0
COc1ccc(Cn2nnnc2C(CC(C)C)N2CCC(C(N)=O)CC2)cc1 (stereo not drawn)	4	1	4	6	0	10	0	1	7	4	-8

Three compounds from above, sorted by their value in Peg3 promoter, largest number first.
smiles | HIF-2a inh | NR2E3 ag-1 | CF NFkB block | Shn3 3UTR inh | NR2E3 ag-2 | Peg3 promoter | TRPM1 prom inh | TWEAK-Fn14 inh
O=C1C=C(Nc2cccc(Cl)c2)CC(c2ccco2)C1 (stereo not drawn) | -7 | 2 | 14 | -75 | -16 | 31 | 3 | 1
Cc1cc(C)cc(OCC(=O)NN2C(=O)c3ccccc3C2=O)c1 | 11 | -1 | -2 | -4 | 28 | 25 | -4 | 14
O=C(N/N=C/c1cccc(Cl)c1)c1c(O)c2c([nH]c1=O)CCCC2 | -96 | 0 | 17 | . | -37 | -103 | -22 | 13

From PubChem BioAssay

Only part of the results is shown (hit frequency here may not be typical).
